ASM inhibitor: human S-ASM enzyme inhibition | P17405 | Potency, µM (titrated, usually from 57.5 µM), without a hit: at the highest dose activity change, negative = inhibition, usual class: inhibitors | 0.006% of 340,000 active | placental ASM, HMU-PC fluorogenic substrate, 60 min; further: potency means the concentration at half of the fitted maximal effect
Target sequence (P17405 47-631 limits assumed): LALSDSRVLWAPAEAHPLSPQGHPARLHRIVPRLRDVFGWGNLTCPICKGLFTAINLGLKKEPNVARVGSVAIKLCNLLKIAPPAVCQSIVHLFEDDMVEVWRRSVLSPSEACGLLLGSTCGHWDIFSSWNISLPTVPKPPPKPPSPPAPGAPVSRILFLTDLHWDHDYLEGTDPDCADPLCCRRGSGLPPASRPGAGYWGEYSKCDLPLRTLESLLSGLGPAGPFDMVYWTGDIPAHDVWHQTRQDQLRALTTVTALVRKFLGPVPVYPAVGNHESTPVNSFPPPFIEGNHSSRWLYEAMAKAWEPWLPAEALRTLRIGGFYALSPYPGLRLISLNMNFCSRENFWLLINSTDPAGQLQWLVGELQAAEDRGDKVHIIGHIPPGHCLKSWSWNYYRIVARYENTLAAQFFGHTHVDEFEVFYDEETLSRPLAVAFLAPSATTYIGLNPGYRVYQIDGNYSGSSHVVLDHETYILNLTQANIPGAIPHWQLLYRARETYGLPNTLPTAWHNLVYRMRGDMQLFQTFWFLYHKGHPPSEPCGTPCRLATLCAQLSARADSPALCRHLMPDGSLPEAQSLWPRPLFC
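Fluorogenic HMU-PC substrate (9 uM final) is turned over by placental ASM in 60 min at 37 C after a 10 min compound preincubation. Reaction ended by alkaline stop (pH 10), with fluorescence read at 386/447 nm.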
Mito fusion act: mitochondrial division inhibition or fusion activation | S. cerevisiae fusion-defective mutant growth rescue, CellTiterGlo 48 h | 0.23% of 320,000 active | Potency, µM (top dose mostly 46.1 µM), inactives show at the top dose growth rescue (activation), actives largely listed as activators;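 further: potency means the concentration at half of the fitted maximal effect; % of control where 0% means no effect; nearly all actives have a fitted effect of over 45% in size; temperature-sensitive fusion mutants such as fzo1-1 at 37 °C on non-fermentable ethanol glycerol medium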
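Luminescent cell viability in 1536-well qHTS format served as the measure of rescued growth in ts fusion-mutant S. cerevisiae cultured on non-fermentable YPEG for 48 hours at 37C.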
TCR activator: activators of T cell receptors. 330,000 tested, under 10 active. Potency, µM (top dose mostly 9.22 µM), without a hit: top-dose activation of IL-2 secretion, hits mostly activators. primary human leukocytes, anti-CD3, IL-2 HTRF, 48 h; further: % of control where 0% means no effect
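Human primary leukocytes + a-CD3 beads + cpd, 48 hr; IL-2 in supernatant by HTRF (ex 320nm / em 665nm). No co-stimulatory signal supplied.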
A-T KAP1 phos: candidate therapy for ataxia-telangiectasia. 0.19% of 320,000 active. Potency, µM (highest dose often 57.5 µM), for the others: top-dose activation, usual class: activators. […] A-T fibroblasts, KAP-1 phosphorylation AlphaLISA; neocarzinostatin DNA damage 30 min before lysis; further: potency means the concentration at half of the fitted maximal effect; % of control where 0% means no effect; nearly all actives have a fitted effect of over 45% in size
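ATM-like activity read as KAP-1 phosphorylation via AlphaLISA donor/acceptor antibody pairs after lysis and 6 hr at 25C. Cells were ATM-null patient fibroblasts ([…], hTERT), dosed 60 min, then exposed to the DSB inducer NCS for 30 min.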
TSG101-PTAP inh: blocks PTAP/TSG101 interaction to inhibit HIV-1 budding. Q99816. Fluorescence polarization, FITC-PTAP peptide / Tsg101 binding. Potency, µM (highest dose often 115 µM), for inactives: top-dose activity change, negative = inhibition, usual class: inhibitors. 340,000 tested, under 10 active. AID 493005; active means well fitted inhibition curve with a large enough effect in the main read-out, with a control signal flat, not every such curve was filed as active; inconclusive means small, poorly fitted or top-dose-only effect, or effect the other way, or a change in a side signal; inactive means no such curve, though single readings can be large or run the other way; further: potency means the concentration at half of the fitted maximal effect; % of control where 0% means no effect
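FP read-out: FITC-PTAP peptide, 50 nM final, binding Tsg101 binding domain, 10 uM final; 20 min, r.t.; 10 mM HEPES pH 7.5, 0.15 M NaCl, 0.01% Tween 20, 3 mM EDTA, 0.1 mM TCEP.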
MBNL1 CUG block: MBNL1-poly(CUG) RNA binding inhibition; Q9NR56; TR-FRET MBNL1-His/biotin-(CUG)12 binding, 665/545 ratio; Potency, µM (series often up to 57.5 µM), for the others: at the highest dose activity change, negative = inhibition, usual class: inhibitors; 0.036% of 280,000 active; active means well fitted inhibition curve with a large enough effect in the signal ratio, with a control signal flat, not every such curve was filed as active; inconclusive means small, poorly fitted or top-dose-only effect, or effect the other way, or a change in a side signal; inactive means no such curve, though single readings can be large or run the other way; the % refers to the signal ratio; further: potency means the concentration at half of the fitted maximal effect; on the % scale 0 is the no-effect control and ±100 the full control effect
Target sequence (Q9NR56 whole entry, looked up): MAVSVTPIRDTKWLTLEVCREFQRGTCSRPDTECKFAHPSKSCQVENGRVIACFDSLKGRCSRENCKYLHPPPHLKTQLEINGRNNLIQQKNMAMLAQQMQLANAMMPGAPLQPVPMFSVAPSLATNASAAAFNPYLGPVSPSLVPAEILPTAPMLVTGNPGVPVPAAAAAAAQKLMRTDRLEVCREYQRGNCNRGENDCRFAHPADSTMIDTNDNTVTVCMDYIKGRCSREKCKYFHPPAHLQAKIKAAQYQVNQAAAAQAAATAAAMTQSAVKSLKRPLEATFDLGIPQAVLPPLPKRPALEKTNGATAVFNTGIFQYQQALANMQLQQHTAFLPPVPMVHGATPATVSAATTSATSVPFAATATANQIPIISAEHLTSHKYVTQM
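His-tagged MBNL1 binding to biotinylated (CUG)12 RNA was measured by TR-FRET using terbium anti-His antibody (0.055 ng/ul final) and streptavidin-XL665 (5 nM final). Compounds were titrated 92 nM to 58 uM; 60 min at room temperature.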
a7 integrin act: integrin-mediated muscular dystrophy alleviation activation; alpha7betagal myoblasts, beta-gal FDG fluorescence, 48 h; Potency, µM (titrated, usually from 38.3 µM), for the others: at the top dose activation, actives largely listed as activators; 0.064% of 350,000 active;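 further: potency means the concentration at half of the fitted maximal effect; 100% = response of the positive control SU9516; nearly all actives have a fitted effect of over 60% in size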
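Alpha7betagal+/- myoblasts (passage 13) were plated 16-24 hr, then exposed to compounds (1:260 dilution of DMSO stock) for 48 hours at 37C. After MPER lysis, β-galactosidase reporter activity was read as FDG fluorescence (ex 480/em 540) after 30 minutes.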
MLL CXXC-DNA inh: inhibitors of human MLL CXXC domain-DNA interaction; 0.037% of 290,000 active; MLL-CXXC / FITC-HOXA9 DNA fluorescence polarization; AID 2662; Potency, µM (doses to about 115 µM), without a hit: at the top dose activity change, negative = inhibition, usual class: inhibitors; active means well fitted inhibition curve with a large enough effect in the polarisation, with a control signal flat, not every such curve was filed as active; inconclusive means small, poorly fitted or top-dose-only effect, or effect the other way, or a change in a side signal; inactive means no such curve, though single readings can be large or run the other way; the % refers to the polarisation; further: potency means the concentration at half of the fitted maximal effect
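Purified MLL-CXXC (added from a 7 uM solution) was preincubated 5 min at ambient with pinned compounds in 50 mM Tris-HCl pH 7.5, 50 mM NaCl, 1 mM DTT, 0.05% BSA. Fluorescein-labeled HOX-A9 DNA (50 nM solution) followed, 30 min, then polarization read.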
Menin-MLL TR inh: menin-MLL binding inhibition, Texas Red mutant peptide | O00255 | Menin + Texas Red MLL mutant peptide, fluorescence polarization | Potency, µM (top dose mostly 61.6 µM), for inactives: at the top dose FP activity change, negative = inhibition, actives largely listed as inhibitors | 0.23% of 270,000 active | AID 1768; active means well fitted inhibition curve with a large enough effect in the polarisation, with a control signal flat, not every such curve was filed as active; inconclusive means small, poorly fitted or top-dose-only effect, or effect the other way, or a change in a side signal; inactive means no such curve, though single readings can be large or run the other way; the % refers to the polarisation; further: potency means the concentration at half of the fitted maximal effect; % of control where 0% means no effect; many of its hits are not listed in these tables
TSHR antag: human thyrotropin receptor antagonism; P16473; TSHR-expressing cells, TSH-stimulated cAMP HTRF, 2 h; stronger effect = lower value; activity change, negative = inhibition, % at 11.5 µM; 0.2% of 330,000 active; AID 504810;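 active means activity change below a set negative limit, meaning inhibition stronger than a set level, cut at about -70% in these data; inconclusive means activity change between two set negative limits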; further: on the % scale 0 is the no-effect control and ±100 the full control effect
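TSHR-expressing cells were treated with compounds, then stimulated with TSH at EC80 (4nM final) for 2 hours at 37 deg C. Cellular cAMP was measured by HTRF competition between lysate cAMP and cAMP-d2 for a cryptate-labelled anti-cAMP antibody.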
Starred values were filed as active, the others as inactive; ? = inconclusive; · = no result given; & = joins results of further samples; [ ] = remark or other dose. Unless noted, the call rests on the fitted dose curve; in most records, active means well fitted curve in the direction sought with a large enough effect; inconclusive means small, poorly fitted or top-dose-only effect, or another doubt; inactive means no such curve, though single readings can be large; an effect the other way counts as inactive or inconclusive. An excerpt (hit frequency here may not be typical).

mol	MLL CXXC-DNA inh	Menin-MLL TR inh	a7 integrin act	TCR activator	A-T KAP1 phos	ASM inhibitor	MBNL1 CUG block	TSHR antag	Mito fusion act	TSG101-PTAP inh
COC(=O)c1[nH]c2ccc(F)cc2c1NS(=O)(=O)c1ccc(F)c(C)c1	-3%	?	-16%	5%	4%	-3%	-14%	39	-2%	0%
CCCc1ccc(OCCNC(=O)C2CCCCC2)cc1	-7%	?	-21%	6%	9%	-2%	-12%	-22	-7%	1%
Clc1ccc2nc(N3CCCCC3)sc2c1	-2%	0%	-7%	1%[46.1 µM]	7%	-10%	-8%	1	4%	0%
Cn1c(=O)c(C=Nc2ccccc2)c(O)c2ccccc21	-6%	·	·	·	-9%	·	18%	-7	2%	·
O=C(CCc1nnc(CCCCc2ccccc2)o1)NCCN1CCOC1=O	-12%	-2%	0%	0%	-2%	4%	14%	1	0%	-1%
O=C(Nc1ccc(Br)cn1)c1ccc([N+](=O)[O-])o1	36%[activator]	?	-63%[inhibitor]	2%	6%	61%[activator]	?	0	7%	2%
CCCC(=O)Nc1ccc(C)c(O)c1	4%	-1%	-16%	4%	3%	3%	-11%	-2	-4%	-1%
O=C(NC1CC(=O)N(c2ccc3c(c2)OCCO3)C1)N1CCCCC1 (stereo not drawn)	·	·	0%	·	-3%	1%	·	7	-7%	-1%
COc1ccccc1NC(=O)CSc1nnnn1-c1ccc(F)cc1	8%	16%	-9%	-6%	4%	3%	-2%	0	7%	-3%
NNC(=O)COc1ccc(C(F)(F)F)cc1	-8%	-6%	0%	-1%	-1%	1%	0%	-2	0%	-2%
O=C(NCc1nnnn1-c1ccc(F)c(F)c1)c1ccc2ccccc2c1	·	·	6%	4%	20%	-2%	·	17	?	-2%
O=C(Nc1ccccc1Cl)C1(c2ccccc2)CC1(Cl)Cl (stereo not drawn)	-1%	-3%	-6%	2%[46.1 µM]	11%	-2%	5%	-9	14%	-6%
Cc1ccc(-c2nc(-c3ccccn3)sc2CC(=O)O)cc1	-18%	·	?	5%	-18%	0%	17%	-3	-2%	2%
N#CCc1ccnc2ccccc12	·	·	-27%	4%	·	-1%	·	·	·	-1%
CCc1cc2c(=O)c(-c3nc4ccccc4n3C)coc2c(CN2CCCC(C)C2)c1O (stereo not drawn)	8%	?	-9%	0%	31%	32%[activator]	-7%	1	13%	2%
Cc1cnc(NC(=O)CSc2ncn(-c3ccccc3)n2)s1	1%	0%	-9%	3%[46.1 µM]	7%	1%	-14%	26	6%	-8%
COC(=O)c1cn(C(=O)c2ccc(OC)cc2)c2ccccc12	75%[activator]	12%	23%	-12%	7%	-8%	-8%	10	-4%	-1%
CCOc1cc(/C=C2\C(=O)N(c3cccc(C(=O)O)c3)N=C2C(F)(F)F)ccc1OCC(=O)Nc1ccccc1OC	-27%	·	·	·	12%	·	-3%	0	-2%	·
Cc1nc([N+](=O)[O-])c(Br)n1CC(=O)c1ccccc1	-13%	·	-45%[inhibitor]	4%	-9%	-2%	?	-5	-19%	-5%
O=C(NCc1ccco1)c1cnc2ccccn2c1=O	0%	-9%	-2%	3%	-1%	12%	21%	-8	-6%	-1%
CCN1CCN(C(=O)c2cc3cc4cc(OC)ccc4nc3s2)CC1	-2%	?	1%	2%	·	41%[activator]	?	10	6%	-2%
O=C(Nc1nc2ccc3ccccc3c2s1)c1ccc(N2CCCCC2)c([N+](=O)[O-])c1	-5%	?	22%	-1%[46.1 µM]	2%	-1%	-4%	-5	-4%	-1%
CC1=CC(=O)CC2C1(C)CCC(C)C2(C)CCC(C)CC(=O)O (stereo not drawn)	5%	·	-15%	0%	-3%	-2%	-7%	-2	?	0%
CC12CCC(=O)N1C(C(=O)Nc1nnc(SCc3ccccc3)s1)CS2 (stereo not drawn)	·	·	-30%	·	8%	3%	·	1	1%	-1%
COc1ccc(C)cc1N(CC(=O)Nc1ccc(S(=O)(=O)N2CCCC2)cc1)S(C)(=O)=O	-2%	·	6%	2%	0%	-1%	1%	7	2%	1%
CSc1nc2ccc(NC(=O)c3ccc(=O)n(C)n3)cc2s1	-9%	15%	10%	3%	7%	-1%	13%	-5	3%	-2%
CC(C)CCN(C(=O)Nc1ccccc1)C(C)c1cccs1 (stereo not drawn)	4%	-4%	19%	-2%	13%	-16%	-5%	1	4%&12%	-5%
CCN(CC)S(=O)(=O)c1ccc(C(C)NC(=O)Cc2c[nH]c3ccccc23)cc1 (stereo not drawn)	-1%	6%	-18%	-7%	3%	-1%	-1%	2	1%	-10%
CCOC(=O)CNC(=O)c1ccc(OCC(F)(F)F)cc1	2%	7%	2%	2%	2%	2%	-15%	9	8%	-1%
COc1ccc([C@H]2C=C(C(=O)O)O[C@@H](OCc3ccc(CO)cc3)C2)cc1	-9%	·	1%	2%	-14%	2%	9%	-1	-2%	-1%
CCCN1CN(Cc2ccccc2)CC2=C1CC(C)(C)CC2=O	3%	-10%	4%	-5%	21%	0%	-11%	3	-2%	-6%
Cc1cc(C)c(S(=O)(=O)c2ccccc2)c(OC(=O)c2c(F)cccc2Cl)n1	2%	-1%	10%	-2%	4%	-1%	?	1	-1%	1%
CCN(CC)Cc1ccccc1CNC(=O)c1cccc(S(=O)(=O)Nc2ccc3c(c2)OCO3)c1	·	·	-21%	1%	4%	-2%	·	11	4%	-6%
COc1ccccc1NC(=O)NCCN1CCCCC1	-7%	-14%	9%	1%	-10%	1%	-8%	25	-2%	1%
O=C(c1cc2n(n1)C(C(F)(F)F)CC(c1ccc(Cl)cc1)N2)N1CCCC1 (stereo not drawn)	18%	-21%	6%	1%	·	5%	-8%	-10	10%	-7%
Cn1cc(CN(CCO)Cc2cccs2)c(-c2ccccc2F)n1	2%	-4%	?	-2%	1%	-2%	-8%	2	5%	-4%
O=C(NCc1c(Cl)cccc1Cl)c1ccc2nnsc2c1	-2%	·	2%	-5%	15%	5%	·	-8	2%	-4%
COc1ccccc1-n1c(SCC(=O)OC(C)C)nc2cccnc21	-4%	·	-19%	6%	-8%	3%	-6%	30	5%	0%
N#Cc1sc(NCc2cccc(Cl)c2)nc1Cl	-1%	?	-18%	-33%	-9%	-12%	-3%	4	27%	-10%
CCC(=Cc1ccc(CC)cn1)CC	1%	-37%	12%	-3%	5%	9%	-6%	41	-10%	-4%
O=C(NN=C1CCCCCC1)c1c[nH]c2ccccc12	-4%	9%	33%	4%[46.1 µM]	-13%	4%	2%	1	-1%	-3%
CC1=C(C(=O)Nc2ccccc2)C(c2ccncc2)C(C#N)=C(SCC(=O)NC(C)C)N1 (stereo not drawn)	2%	?	0%	-4%	·	-1%	2%	5	-1%	-8%
O=C(OCC(=O)N1CCN(c2ccccc2)CC1)c1ccc[n+]([O-])c1	7%	25%	?	-4%	2%	14%	4%	24	8%	-1%
CC(C)n1cc(CNC(=O)C2CCC(=O)N(Cc3ccccc3F)C2)cn1 (stereo not drawn)	2%	·	6%	3%	4%	0%	-4%	11	2%	-1%
COc1c[nH]n(C2CCCCC2)c(=O)c1=O	5%	-2%	-11%[7.66 µM]	-6%	7%	0%	-1%	-2	5%	-5%
Cc1cc(C)cc(NC(=O)Cn2c(=O)oc3cc(S(=O)(=O)N4CCC(C)CC4)ccc32)c1	7%	?	-45%[inhibitor]	-3%	4%	2%	-16%	-24	1%	2%
CCCCNC(=O)C(C#N)c1nc2ccccc2nc1N1CCN(c2ccccc2F)CC1 (stereo not drawn)	5%	-5%	-5%	0%	5%	25%	0%	4	1%	-14%
COc1ccc(C(=O)c2cc([N+](=O)[O-])ccc2N2CCCC2)cc1	-25%	0%	24%	4%[46.1 µM]	0%	-13%	?	-13	?	0%
O=C(O)C1=C(C(=O)N2CCN(C(=O)c3ccco3)CC2)CCCC1	-17%	1%	0%[7.66 µM]	·	10%	0%	-1%	4	-1%	-6%
Cc1cccc(CN2CCN(CC(=O)O)C2=O)c1	5%	-1%	19%	·	0%	0%	28%	3	1%	·
Cc1noc(C)c1COc1ccc(C(=O)N2CCCC(C(F)(F)F)C2)cc1 (stereo not drawn)	13%	·	-4%	1%	1%	0%	2%	-26	-1%	-2%
CCOC(=O)c1sc(Nc2nc3cc4c(cc3s2)OCO4)cc1C	3%	?	-6%	-5%[46.1 µM]	7%	361%[activator]	61%[activator]	-9	18%	0%
